Rtt109 Vps75: C. albicans Rtt109 histone acetyltransferase inhibition | Q5AAJ8 | purified Rtt109/Vps75, ThioGlo CoA-SH fluorescence, 4 h | 330,000 tested, 0.16% active | inhibition, % at 34.9 µM;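 active = inhibition of at least 50% in every replicate; inconclusive = best replicate reaches 50% inhibition but some replicates fall short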
Target sequence (Q5AAJ8 whole entry, looked up): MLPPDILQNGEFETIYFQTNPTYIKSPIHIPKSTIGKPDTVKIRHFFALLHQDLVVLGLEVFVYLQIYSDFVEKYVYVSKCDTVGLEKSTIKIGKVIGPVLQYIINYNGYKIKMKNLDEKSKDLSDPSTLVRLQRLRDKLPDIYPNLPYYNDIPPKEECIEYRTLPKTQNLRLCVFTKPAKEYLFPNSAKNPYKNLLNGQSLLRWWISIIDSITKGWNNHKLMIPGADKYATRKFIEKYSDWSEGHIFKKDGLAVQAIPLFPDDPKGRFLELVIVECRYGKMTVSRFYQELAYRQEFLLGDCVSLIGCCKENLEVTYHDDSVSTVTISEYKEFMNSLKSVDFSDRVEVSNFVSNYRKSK
Tat export inh: inhibitors of E. coli Tat protein transport | E. coli MC4100 TorA-mCherry Tat export, fluorescence | inhibition, % at 10 µM | 340,000 tested, 0.036% active;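 active = mean replicate inhibition at least 50% and at least half of replicates individually reaching 50%; inconclusive = only one of the two criteria met; inactive = neither criterion met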;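 also: exported cargo escapes ClpAP degradation while cytoplasmic cargo is degraded and loses fluorescence; 0% = median of neutral control wells and 100% = median of NaSCN control wells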
DAGLB inhibitor: diacylglycerol lipase beta (human) inhibition | 340,000 tested, 0.059% active | Q8NCG7 | inhibition, % at 5.17 µM | HEK293T DAGLB membrane lysate, EnzChek fluorogenic substrate; in the data active = inhibition above about 34%;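 also: 0% = enzyme with vehicle and 100% = wells lacking enzyme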
Target sequence (Q8NCG7 whole entry, looked up): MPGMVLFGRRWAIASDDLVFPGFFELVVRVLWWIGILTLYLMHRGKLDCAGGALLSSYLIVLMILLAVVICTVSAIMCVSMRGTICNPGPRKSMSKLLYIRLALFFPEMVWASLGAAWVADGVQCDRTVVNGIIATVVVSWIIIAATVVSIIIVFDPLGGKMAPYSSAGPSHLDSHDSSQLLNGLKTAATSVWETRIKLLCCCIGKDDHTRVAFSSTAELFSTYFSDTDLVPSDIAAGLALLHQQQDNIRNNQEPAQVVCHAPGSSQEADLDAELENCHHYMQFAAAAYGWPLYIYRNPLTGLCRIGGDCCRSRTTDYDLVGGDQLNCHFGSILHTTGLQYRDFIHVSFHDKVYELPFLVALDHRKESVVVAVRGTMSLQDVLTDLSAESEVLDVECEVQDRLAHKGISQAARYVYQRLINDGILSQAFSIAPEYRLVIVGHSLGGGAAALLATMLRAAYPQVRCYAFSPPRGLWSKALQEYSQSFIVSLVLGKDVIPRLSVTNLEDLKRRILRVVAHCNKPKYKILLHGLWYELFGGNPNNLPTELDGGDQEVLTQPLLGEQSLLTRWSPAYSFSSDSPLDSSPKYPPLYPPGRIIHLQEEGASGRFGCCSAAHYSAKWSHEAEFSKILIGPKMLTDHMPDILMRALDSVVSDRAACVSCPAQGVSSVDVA
PvdQ inh: P. aeruginosa PvdQ acylase inhibition. purified PvdQ acylase, fluorescence plate reader. inhibition, % at 10 µM. 340,000 tested, 0.063% active. AID 488965; in the data active = inhibition above about 30%, passing the limit was not always enough; inconclusive = no clear call, values can overlap the other calls;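 also: 0% = vehicle neutral wells and 100% = reference inhibitor wells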
Wnt bcat act: activates Wnt/beta-catenin signaling in a reporter cell assay; activator, plate reader; activation, % at 9.35 µM; 300,000 tested, 1.2% active; in the data active = activation above about 30%, passing the limit was not always enough; inconclusive = no clear call, values can overlap the other calls;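 also: 0% = neutral control wells and 100% = positive control wells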
phage Ecoli inh: E. coli growth loss with phage present; inhibition, % at 11.9 µM; 360,000 tested, 0.26% active; growth absorbance; AID 651602; in the data active = inhibition above about 11%
E coli growth: counter-screen for AddAB inhibitors: E. coli growth inhibition | inhibition, % at 11.9 µM | E. coli V3065 growth, OD600 absorbance, 18 h | 330,000 tested, 0.27% active | AID 449728;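 active = inhibition above the campaign's mean inhibition across all tested compounds plus 3 SD, cut at about 9.9% in these data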;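 also: uninfected addAB+ strain grown without phage in ampicillin broth; 0% = DMSO wells and 100% = ciprofloxacin 0.95 µg/ml wells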
PfHsp90 yeast 2: growth inhibition of yeast expressing Plasmodium Hsp90; AID 504621; S. cerevisiae expressing PfHsp90, BacTiter-Glo ATP, 48 h; yeast lacking PDR1 and PDR3 efflux regulators; inhibition, % at 9.4 µM; 310,000 tested, 0.32% active;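 active = every replicate shows inhibition above about 80%, whatever the replicate mean, limit read from the data; inconclusive = mean inhibition reaches the set limit but some replicate falls short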;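 also: 0% = DMSO neutral controls and 100% = 20 µM radicicol positive controls; yeast relying on Plasmodium falciparum Hsp90 in place of its own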
CAL PDZ FP: blocks peptide binding to human CAL PDZ domain; Q9HD26; purified CAL PDZ, TMR-peptide fluorescence polarization, 1 h; inhibition, % at 20 µM; 330,000 tested, 0.02% active; AID 504414;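 active = highest replicate inhibition of at least 40%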;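 also: plate controls were DMSO neutral control wells for no effect and unlabeled competitor peptide control wells for full effect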
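Test system: tagged CAL PDZ domain / Buffer or medium: sodium phosphate/NaCl buffer pH 7.4 with TCEP, IgG, Thesit / Reagent: TMR-labelled reporter peptide T*-PRC34 bound in PDZ groove / Compound dosing: single point, 20 µM / Schedule: 1 h incubation at room temperature before polarization reading / Technique: fluorescence polarization (mP) / Benchmarks: unlabelled peptide, DMSO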
AddAB inh: less growth of phage-infected E. coli with AddAB; E. coli expressing H. pylori AddAB, absorbance growth; inhibition, % at 11.9 µM; 330,000 tested, 0.29% active; in the data active = inhibition above about 12%;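 also: 0% = vehicle wells of infected cells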
* = called active by the depositor; u = inconclusive; x = no result given. Not a hit list. About 1.9% of those tested had a hit in this group.

SMILES	Rtt109 Vps75	Tat export inh	DAGLB inhibitor	PvdQ inh	Wnt bcat act	phage Ecoli inh	E coli growth	PfHsp90 yeast 2	CAL PDZ FP	AddAB inh
CC(C)(CO)NCC(=O)Nc1cc(C(F)(F)F)cc(NC(=O)CNC(C)(C)CO)c1Cl	5	-7	4	-9	12	1.6	-1.1	-36	-7.5	-0.5
Nc1ncn(C(=O)c2ccco2)n1	-10	-2	0	-8	x	1.9	-0.6	3	-3.1	-1.3
CC1CCCCN1C(=O)CSc1nc2ncccc2[nH]1 (stereo not drawn)	-5	10	3	-3	0	2.5	-0.9	-9	-2.8	3.0
CCOC(=O)C1(CCCc2ccccc2)CCN(C(=O)CSC)CC1	-6	5	-7	-11	4	1.4	-0.8	-5	x	-1.4
Cc1cc(C)c(NC(=O)C2CCC(=O)N2)c(C)c1 (stereo not drawn)	-2	4	-1	-3	x	5.7	1.7	-79	-0.1	2.8
Cc1cccc(NC(=O)[C@@H](CC(C)C)NC(=O)[C@@H]2Cc3ccccc3CN2)c1	1	-5	-2	-5	13	-0.3	-1.1	-3	-1.9	0.3
CC(c1ccccc1)n1c(CO)nc2ccccc21 (stereo not drawn)	5	6	3	-1	0	1.8	0.2	-20	x	4.3
COc1ccc(OC)c(C(C(=O)NCc2ccco2)N(C(=O)Cn2nnc3ccccc32)C(C)C)c1 (stereo not drawn)	15	-2	-1	4	-1	0.6	1.4	11	0.1	1.3
OC1(c2ccc(Cl)cc2)CCN(Cc2c[nH]c3ccccc23)CC1	-10	13	1	-12	-2	3.2	0.3	26	-2.2	1.8
NS(=O)(=O)c1cccc(NC(=O)CCSc2ccc(Cl)cc2)c1	-4	4	4	8	-4	1.5	-2.9	21	-1.1	1.1
CCn1c(=O)c2sccc2n(CC(=O)NC2CCCCC2)c1=O	-6	3	0	-17	-1	2.0	-1.7	16	-3.1	2.7
O=C(O)c1cc(-c2ccc(Br)s2)nc2ccccc12	-5	7	0	-19	3	-0.2	x	14	-1.8	x
CC(C)N(Cc1cnn(C)c1)C(=O)C1CCC(=O)N(CCc2cccc(F)c2)C1 (stereo not drawn)	33	-5	-2	9	6	1.2	x	-7	-2.7	x
O=C(NC1CCCC1)C1CCN(S(=O)(=O)c2cccc3cccnc23)CC1	0	0	2	-4	x	0.6	0.2	-5	-2.3	0.9
COc1ccc(C(=O)NC2CC(C)(C)Cc3c2cnn3-c2ccccc2C)o1 (stereo not drawn)	-3	2	0	-4	-1	1.3	-0.2	9	-1.5	-0.6
CC(C)(C)Nc1c2ccccc2nc2ccccc12	7	-5	2	1	1	2.0	0.2	12	0.4	3.4
CCOC(=O)N1CCN(S(=O)(=O)c2ccc(-n3cnnn3)cc2)CC1	-8	-8	2	-7	0	3.0	0.3	2	0.7	2.9
O=C(O)CCCC(=O)Nc1ccc(Cl)cc1	1	15	-3	8	-1	3.9	3.2	-4	0.3	2.1
C#CCOCCOCCOCCNc1nc(N2CCN(C(=O)[C@H]([C@@H](C)CC)n3cc(CCCCN)nn3)CC2)nc(N2CCN(C(=O)[C@H](CCCCN)n3cc(CCCC)nn3)CC2)n1	-2	0	0	-14	0	1.7	-1.9	-39	0.0	-2.1
COc1ccc(-c2[nH]ncc2CN2CCCO2)c(F)c1	26	5	1	2	0	2.4	1.5	-7	-1.8	0.5
O=C(NCC(c1ccco1)N1CCN(c2ccccc2)CC1)c1cccs1 (stereo not drawn)	5	1	0	12	-5	1.0	-0.1	7	-3.0	-0.2
Clc1ccccc1-c1nc2nc3ccccc3nc2n1-c1ccc2c(c1)OCO2	-3	18	-2	-7	-2	3.4	1.2	-28	-14	1.5
Cc1cc(C(C#N)c2ccccc2)n2ncnc2n1 (stereo not drawn)	1	1	-1	2	-4	0.9	0.4	17	-0.9	-1.5
Cc1ccc(OC(C)C(=O)N2CC(=O)Nc3ccccc32)cc1 (stereo not drawn)	0	4	0	-14	0	-0.6	3.2	-18	-2.0	3.3
CN(C)N=Nc1ccc(S(=O)(=O)/N=C(\O)c2ccccc2)cc1	-7	-10	0	-7	0	0.9	1.4	-29	-1.5	1.2

Continued:
SMILES	Rtt109 Vps75	Tat export inh	DAGLB inhibitor	PvdQ inh	Wnt bcat act	phage Ecoli inh	E coli growth	PfHsp90 yeast 2	CAL PDZ FP	AddAB inh
Cc1cc(N2C3CCC2CC(O)(c2ccc(F)cc2)C3)nc(-c2ccccc2)n1 (stereo not drawn)	15	3	-9	5	x	2.2	-0.1	17	-2.3	1.1
COc1ccc([C@H]2/C=C\CN(S(=O)(=O)c3cccc4cccnc34)[C@@H](C)C(=O)N2Cc2ccc(F)cc2)cc1	-1	3	-2	-8	-4	3.4	0.8	x	-3.3	1.6
COc1ccc(NC(=O)CSc2nnc3n2CCCCC3)cc1	10	2	1	-4	-1	-1.1	-0.5	31	-2.6	6.8
N=c1sccn1CC(=O)NC(=O)NC1CCCC1	4	-8	0	-1	-1	3.0	3.0	-28	-0.1	8.0
COc1ccc(NC(=O)c2ccccc2NS(C)(=O)=O)cc1OC	13	-1	-4	5	x	1.4	2.7	16	-0.5	3.6
CCc1ccc(NC(=O)COc2ccc(Br)cn2)cc1	10	-1	1	7	0	4.5	1.8	0	-1.8	3.0
Nc1ccc(C(=O)NCc2ccccc2)cc1	-3	2	-4	-20	2	5.9	2.3	15	-1.5	-0.8
CC1CCCN(C(=O)c2ccc(NC(=O)CC3SC(N4CCCC4)=NC3=O)cc2)C1 (stereo not drawn)	-1	-4	2	-23	1	0.6	1.4	x	-1.0	5.2
Cc1ccc(S(=O)(=O)c2nc(S(C)(=O)=O)sc2NCC2CCCO2)cc1 (stereo not drawn)	1	-15	1	-16	-1	0.9	-0.1	21	-1.5	3.2
O=C(CSc1ccc(-c2ccccn2)nn1)N1CCCc2ccccc21	-4	4	-3	1	-1	4.0	1.8	x	-2.1	7.6
O=C(COc1coc(CN2CCN(c3ccccc3)CC2)cc1=O)Nc1ccccc1	6	7	0	1	1	4.0	4.0	7	-1.0	1.0
CSc1ccccc1NC(=O)c1cc(C)on1	-9	5	-2	-8	x	4.5	-0.7	0	-2.3	1.3
Cc1ccccc1OCc1nnc(SCC(=O)NCc2ccco2)n1C	10	3	-1	-9	-2	4.8	-2.5	-85	-1.3	-2.5
Cc1ccccc1C(=O)NC(C)c1ccc2c(c1)CCCC2 (stereo not drawn)	13	2	-7	2	x	2.0	4.0	12	-1.1	4.5
COCCOC(=O)C1=C(C)NC(C)=C(C(=O)OC(C)C)C1c1cccc([N+](=O)[O-])c1 (stereo not drawn)	14	4	1	3	-7	2.1	-0.4	3	0.3	-1.6
CC(C)(C)N(Cc1ccccc1)C(=O)c1ccc(Br)o1	-9	-3	-9	-9	-4	4.0	0.8	12	-2.6	1.4
CC1C(=O)CC(c2ccccc2)N(C)C1c1ccccc1 (stereo not drawn)	13	19	-17	14	0	4.2	-0.9	4	-1.8	1.9
Fc1ccc(N/N=C2/CC(c3ccccc3)Oc3ccccc32)c(F)c1 (stereo not drawn)	2	0	-15	-6	x	0.9	-0.5	3	-0.3	2.0
Cc1cc(C)n2ncc(C(=O)NC3CCCCC3)c2n1	x	-11	1	-17	-3	2.5	-0.3	3	-2.3	1.1
Cc1c(OCC(=O)NCC(O)c2ccccc2)ccc2c3c(c(=O)oc12)CCCC3 (stereo not drawn)	-12	-8	0	-14	-2	-0.6	1.8	5	-4.3	3.5
Cc1cc(NC(=O)CCC(=O)N(Cc2cccs2)C(C(=O)NC2CCCC2)c2cccnc2)no1 (stereo not drawn)	32	16	-2	1	0	0.6	-1.4	x	-3.3	0.5
CN(c1ccccc1)S(=O)(=O)c1ccc(Cl)c(C(=O)Nc2nn[nH]n2)c1	1	-2	2	-8	-2	-1.2	2.7	15	-2.6	-0.2
Cc1ccccc1NC(=O)c1ccc(CN(c2ccccc2)S(=O)(=O)c2ccccc2)cc1	-3	3	-2	-5	-1	3.1	1.5	18	-2.9	1.0
Cc1ccc(C(C)C)c(OCC(=O)Nc2sc3c(c2C#N)CC(C)(C)NC3(C)C)c1	-3	-3	-6	-8	x	x	-1.1	-29	-0.1	3.3
O=C(C[n+]1cc(-c2ccc(F)cc2)n2c1CCC2)Nc1nc(-c2ccc(F)cc2)cs1	35	12	6	-8	x	2.7	1.9	30	-5.1	4.8

The results go on.
SMILES	Rtt109 Vps75	Tat export inh	DAGLB inhibitor	PvdQ inh	Wnt bcat act	phage Ecoli inh	E coli growth	PfHsp90 yeast 2	CAL PDZ FP	AddAB inh
O=C(COC(=O)c1cccc(S(=O)(=O)N2CCCCCC2)c1)Nc1ccccc1C(F)(F)F	-2	3	-7	-13	2	1.6	0.2	9	0.2	-0.9
Cc1sc(NC(=O)c2ccco2)c(CN2CCCCC2)c1C	-3	0	2	-9	6	7.4	3.0	x	x	5.6
COc1ccccc1C(=O)NC(=O)COC(=O)CCOc1cc(C)ccc1C	1	7	-4	-17	0	-0.2	2.1	2	-0.5	-1.9
c1ccc(Cc2noc(CN3CCCC(CN4CCOCC4)C3)n2)cc1 (stereo not drawn)	5	3	-1	4	4	0.6	0.5	0	-1.8	5.2
COc1ccc(OC)c2c(C)cc(N3CCN(C(=O)c4ccc(Cl)cc4)CC3)nc12	-4	-1	0	-8	x	1.0	-1.7	9	-2.0	0.8
COc1ccc(C(=O)NNC(=O)COc2ccc(Cl)cc2C)cc1S(=O)(=O)N1CCOCC1	-2	-4	-2	-10	-2	1.6	0.9	-17	-0.5	0.3
C/C(=N\NC(=O)c1nnn(-c2nonc2N)c1-c1ccc2c(c1)OCO2)c1ccc(C)cc1	-3	-6	0	0	-1	1.0	0.1	14	0.0	1.2
CCn1c(SCC(=O)NC2CC2)nnc1-c1csc(C)c1	-4	-9	2	16	0	0.6	-0.8	16	-0.5	-0.3
CCOC(=O)c1cn(C2CC2)c2c(F)c(F)c(F)cc2c1=O	2	0	1	-10	0	4.5	1.9	-20	-0.7	1.5
CCOC(=O)N1CCN(S(=O)(=O)c2ccc(C(=O)Nc3sc4c(c3C#N)CCC4)cc2)CC1	-10	-12	3	-7	-3	2.8	-0.7	-2	-2.6	2.1
Cc1ccccc1NC(=S)N/N=C/c1ccc(O)cc1O	4	-3	5	-3	u	3.0	5.0	-9	-0.4	4.8
O=C(Cn1ncc2c3ccccc3n(Cc3ccccc3)c2c1=O)NCCCN1CCCC1	17	4	2	-1	-2	1.1	-1.3	-2	-2.7	-0.4
Cc1ccc(-c2ccc(/C=N\NC(=O)C3C(=O)NCC3c3ccccc3)o2)cc1Cl (stereo not drawn)	5	-5	2	-18	-4	1.7	1.6	-3	0.6	-0.7

An excerpt from above in order of number of heavy atoms, rising:
SMILES	Rtt109 Vps75	Tat export inh	DAGLB inhibitor	PvdQ inh	Wnt bcat act	phage Ecoli inh	E coli growth	PfHsp90 yeast 2	CAL PDZ FP	AddAB inh
CCn1c(SCC(=O)NC2CC2)nnc1-c1csc(C)c1	-4	-9	2	16	0	0.6	-0.8	16	-0.5	-0.3
COc1ccccc1C(=O)NC(=O)COC(=O)CCOc1cc(C)ccc1C	1	7	-4	-17	0	-0.2	2.1	2	-0.5	-1.9
O=C(Cn1ncc2c3ccccc3n(Cc3ccccc3)c2c1=O)NCCCN1CCCC1	17	4	2	-1	-2	1.1	-1.3	-2	-2.7	-0.4

Screens from PubChem.
